Source: PubChem (Sanford-Burnham Center for Chemical Genomics)
SENP6 block = blocks the human protease SENP6; Q9GZR1; Recombinant SENP6 catalytic domain, aminoluciferin luminescence; inhibition, % at 10 µM; 330,000 tested, 1.8% active; AID 2599;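 active = inhibition above about 50% at the single tested dose, limit read from the data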;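 also: plate controls were DMSO wells with enzyme for no effect and DMSO wells lacking enzyme for full effect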
ATG4B inhibitor = ATG4B (human) cysteine protease inhibition | ATG4B cleavage of LC3-PLA2, NBD-HPC fluorescence, 1 h | inhibition, % at 8.33 µM | AID 504462 | Q9Y4P1 | 340,000 tested, 0.51% active; in the data active = inhibition above about 40%
Target sequence (Q9Y4P1 whole entry, looked up): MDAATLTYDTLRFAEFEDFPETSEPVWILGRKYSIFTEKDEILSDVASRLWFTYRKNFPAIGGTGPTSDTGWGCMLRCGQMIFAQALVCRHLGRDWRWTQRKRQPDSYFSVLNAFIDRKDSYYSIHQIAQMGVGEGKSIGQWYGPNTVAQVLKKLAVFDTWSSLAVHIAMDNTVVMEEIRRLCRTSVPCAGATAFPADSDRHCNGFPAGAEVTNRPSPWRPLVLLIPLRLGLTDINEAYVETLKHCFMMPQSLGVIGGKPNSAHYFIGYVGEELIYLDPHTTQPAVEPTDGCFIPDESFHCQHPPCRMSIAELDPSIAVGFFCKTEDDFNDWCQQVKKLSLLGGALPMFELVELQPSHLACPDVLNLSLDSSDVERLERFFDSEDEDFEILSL
SENP7 inh = blocks the human protease SENP7; recombinant SENP7, Z-RLRGG-aminoluciferin luminescence, 40 min; 330,000 tested, 1.5% active; inhibition, % at 5 µM;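 active = inhibition above about 50% at the single test dose, limit read from the data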;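 also: plate controls were DMSO with enzyme for no effect and no enzyme buffer wells for full effect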
Target sequence (Q9BQF6 706-1050 limits assumed): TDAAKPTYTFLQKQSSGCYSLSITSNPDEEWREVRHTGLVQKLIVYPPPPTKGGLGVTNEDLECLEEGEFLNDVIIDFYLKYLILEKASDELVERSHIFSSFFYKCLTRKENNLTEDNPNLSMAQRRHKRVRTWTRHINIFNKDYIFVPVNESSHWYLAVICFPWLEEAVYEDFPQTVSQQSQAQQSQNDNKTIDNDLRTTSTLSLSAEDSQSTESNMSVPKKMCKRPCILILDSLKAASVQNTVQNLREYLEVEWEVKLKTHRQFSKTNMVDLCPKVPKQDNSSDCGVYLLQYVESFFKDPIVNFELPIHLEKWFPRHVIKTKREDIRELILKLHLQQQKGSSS
NR3A LBD binder = modulates the human NR3A ligand-binding domain. NR3A LBD differential scanning fluorimetry, Tm shift; 0% = protein alone, 100% = glycine-bound protein. Tm shift relative to glycine control, % at 25 µM. 340,000 tested, 2.5% active;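 active = melting temperature shift of at least 10% of the positive control shift, at one fixed dose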
SENP8 block = inhibitors of human SENP8 protease. Q96LD8. recombinant SENP8, Nedd8 substrate fluorescence. inhibition, % at 20 µM. 360,000 tested, 0.64% active. AID 602440; in the data active = inhibition mostly above about 40%, no sharp cut-off; inactive = mostly below about 27%
Target sequence (Q96LD8 whole entry, looked up): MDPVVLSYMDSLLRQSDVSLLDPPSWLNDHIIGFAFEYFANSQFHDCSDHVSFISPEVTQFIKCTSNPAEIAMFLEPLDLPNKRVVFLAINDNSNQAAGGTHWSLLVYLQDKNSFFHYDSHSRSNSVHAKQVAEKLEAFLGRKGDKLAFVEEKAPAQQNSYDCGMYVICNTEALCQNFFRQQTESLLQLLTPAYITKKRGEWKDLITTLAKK
HKDC1 inhibitor = HKDC1 (human) hexokinase inhibition. Q2TB90. recombinant HKDC1, G6PDH/diaphorase resazurin coupled fluorescence. inhibition, % at 20 µM. 340,000 tested, 0.16% active. AID 493160;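 active = inhibition above about 35% when tested at 20 µM, limit read from the data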;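 also: plate controls were DMSO wells with enzyme for no effect and DMSO wells lacking enzyme for full effect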
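Material – in-house recombinant HK5 (HKDC1) enzyme · Quantity – HKDC1 at 5 µg/mL · Buffer or medium – pH 8.0 Tris buffer with 10 mM MgCl2 · Reagent – glucose with 1 mM ATP · Dosing – single 20 µM dose · Times – reaction time 90 min, room temperature, protected from light · Technique – resorufin fluorescence at 613 nm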
PfG6PD inh = PfG6PD (Plasmodium falciparum) enzyme inhibition; PfGluPho enzyme, NADPH resazurin-diaphorase fluorescence; inhibition, % at 20 µM; 350,000 tested, 0.78% active; AID 504690;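 active = inhibition reaching at least a set limit at 20 µM in the primary screen, cut at about 59% in these data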;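 also: 0% = DMSO wells with substrate and 100% = DMSO wells lacking glucose-6-phosphate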
MPTP block = blocks calcium-induced mitochondrial swelling; isolated mouse mitochondria, Ca2+ swelling absorbance, 30 min; inhibition, % at 10 µM; 360,000 tested, 1.4% active; AID 602449;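 active = inhibition of 50% or more, scaled per plate between neutral and stimulator controls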;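 also: 0% = DMSO wells given calcium and 100% = 1 mM EGTA wells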
The depositor's hits bear a star; x = no result given.

SMILES	SENP6 block	ATG4B inhibitor	SENP7 inh	NR3A LBD binder	SENP8 block	HKDC1 inhibitor	PfG6PD inh	MPTP block
Cn1cccc1CC(=O)NNC(=S)Nc1ccc(Cl)cc1Cl	-5	-2	7	-4	10	0	-12	2.2
OCCC1CN(Cc2nc3ccccc3s2)CCN1C1CCCC1 (stereo not drawn)	14	-3	3	2	6	0	-10	0.8
O=C(c1cccs1)N1CCN(c2nc3ccc([N+](=O)[O-])cc3s2)CC1	-12	-3	2	3	-15	-1	7	-0.4
O=C(COc1cccc2c1CCN(Cc1ccc(Br)cc1)C2=O)N1CCOCC1	-14	-9	2	-2	10	-2	6	2.7
O=C(Cn1nnc(-c2ccncc2)n1)N1CCc2ccccc21	-5	-11	-1	1	10	-11	7	-2.3
CCC1CCCCN1C(=S)NC(=O)c1ccco1 (stereo not drawn)	-33	-12	-32	0	3	-5	13	-3.3
CCN1C(=O)CS/C1=C(\C#N)S(=O)(=O)c1ccccc1	2	-7	-2	-2	7	-1	-5	-1.3
Cc1noc(C)c1C(=O)NCCC1=CCCCC1	-4	8	-4	1	14	-11	8	-0.4
CC[C@@H](C)[C@@H](C(=O)N1CCN(C(=O)OC(C)(C)C)CC1)n1cc(CCCCNC(=O)OC(C)(C)C)nn1	-5	-14	-7	4	12	2	11	-0.7
O=C(CSc1nnnn1-c1ccccc1)Nc1ncc2c(n1)CC(c1ccco1)CC2=O (stereo not drawn)	0	-8	11	-1	4	-1	-7	2.9
CC1CC/C(=N/Nc2ccccc2)C(=O)N1 (stereo not drawn)	-19	-5	-4	-12	19	-6	10	-0.6
O=C(COc1ccc(Br)cc1)NNC(=O)c1cc(S(=O)(=O)N2CCOCC2)ccc1Cl	x	-9	x	0	6	-1	-21	-1.3
CCN(CC(=O)NCc1cccs1)C(=O)CCOc1ccccc1	-17	-2	-4	0	-9	-5	-3	-1.4
NC1=NC[C@H](c2ccccc2)N1CCc1cccc(F)c1	-6	2	3	0	12	0	-2	0.2
Nc1ccc(O)cc1C(=O)OCC(=O)c1ccc(C2CCCCC2)cc1	x	21	x	5	-115	-1	46	5.8
COc1ccc(C(=O)COC(=O)c2ccccc2C(=O)N(C)c2ccccc2)c(OC)c1	-24	-2	-2	0	5	-1	4	0.3
Cc1ccnc(NC(=O)c2ccccc2NC(=O)C(C)(C)C)c1	-8	1	-8	0	-19	1	-9	-1.4
CC1C(=O)Nc2ccc(S(=O)(=O)N3CCN(c4cccc(Cl)c4)CC3)cc2NC1=O (stereo not drawn)	7	-13	-5	0	0	0	8	1.0
CCOC(=O)c1cc(-c2ccc(F)cc2)nc2c1c(=O)[nH]c(=O)n2Cc1ccccc1	-21	1	-5	0	-323	-5	8	-0.9
COC(=O)/C=C1\NC(=O)C(C)S1 (stereo not drawn)	-5	-2	1	0	11	-6	22	-0.6
O=C(CNS(=O)(=O)c1cccc(Cl)c1)Nc1ccc(-c2nc3ccccc3s2)cc1	10	-10	-2	23*	-376	-5	1	37
O=C1CCCC(NCCCCCCNC2=C([N+](=O)[O-])C(=O)CCC2)=C1[N+](=O)[O-]	x	-3	x	0	4	-4	13	0.0
COc1ccccc1-c1cc(-c2ccccc2)nc(=O)[nH]1	-10	5	-1	-2	-298	-3	-9	-0.6
C/C(=N/NC(=O)CCCOc1ccc(Cl)cc1Cl)c1ccc(C)o1	-5	-2	4	-1	11	-9	-3	-1.2
Cc1cc(/C=N/Nc2ccc([N+](=O)[O-])cn2)c(C)n1-c1ccc(C(=O)O)cc1	2	16	2	-3	50*	-6	44	2.2

Next part; it opens with the six that closed the last part.
SMILES	SENP6 block	ATG4B inhibitor	SENP7 inh	NR3A LBD binder	SENP8 block	HKDC1 inhibitor	PfG6PD inh	MPTP block
COC(=O)/C=C1\NC(=O)C(C)S1 (stereo not drawn)	-5	-2	1	0	11	-6	22	-0.6
O=C(CNS(=O)(=O)c1cccc(Cl)c1)Nc1ccc(-c2nc3ccccc3s2)cc1	10	-10	-2	23*	-376	-5	1	37
O=C1CCCC(NCCCCCCNC2=C([N+](=O)[O-])C(=O)CCC2)=C1[N+](=O)[O-]	x	-3	x	0	4	-4	13	0.0
COc1ccccc1-c1cc(-c2ccccc2)nc(=O)[nH]1	-10	5	-1	-2	-298	-3	-9	-0.6
C/C(=N/NC(=O)CCCOc1ccc(Cl)cc1Cl)c1ccc(C)o1	-5	-2	4	-1	11	-9	-3	-1.2
Cc1cc(/C=N/Nc2ccc([N+](=O)[O-])cn2)c(C)n1-c1ccc(C(=O)O)cc1	2	16	2	-3	50*	-6	44	2.2
CCCc1c(-c2ccc(O)cc2)nn(-c2ccc(O)cc2)c1-c1ccc(O)cc1	-22	14	-2	-26	-8	6	-4	-3.0
CN1CCC(N(C)C(=S)NCCc2ccccc2)CC1	-5	-1	-7	0	7	-6	9	7.3
O=C(/C=C/c1ccco1)OCC1CCCN2CCCCC12 (stereo not drawn)	8	6	0	0	15	-3	-4	2.4
CN(C)CCNC(=O)c1cc(Br)ccc1Cl	-1	7	3	-5	8	-3	-9	2.9
O=C(Nc1cccc(Cl)c1)c1ccc(-n2cncn2)c([N+](=O)[O-])c1	-8	-4	1	-5	9	-2	61*	7.5
O=C(O)CN1C(=O)/C(=C/C=C/c2ccccc2)SC1=S	-11	-5	-8	21*	4	19	-19	8.3
O=[N+]([O-])c1cccc(-c2nc(-c3cccs3)c(-c3cccs3)[nH]2)c1	-4	-2	-4	6	-218	2	17	104*
Cc1ccc(CCNC(=O)C2CC(c3ccccc3[N+](=O)[O-])=NO2)cc1 (stereo not drawn)	-4	-6	-10	-3	15	-5	4	0.4
Cc1ccc(OCC(=O)Nc2ccc(S(=O)(=O)Nc3ccccn3)cc2)cc1	-3	-9	1	0	-230	-4	2	0.8
Cn1c(=O)c2c(O)c(C=Nc3ccc(F)cc3)c(=O)n(C)c2n(C)c1=O	-6	-4	0	0	x	1	8	x
CCCNC(=O)c1c(N)n(-c2ccc(S(N)(=O)=O)cc2)c2nc3ccccc3nc12	-4	-13	12	-4	-417	-1	3	1.0
Cc1ccc(SC/C(O)=C(\C#N)c2nc3ccccc3s2)cc1	71*	10	0	5	29	14	-18	94*
CCCCOC(=O)c1ccc(NC(=S)NC(=O)c2ccco2)cc1	-7	-3	-4	-6	9	-2	4	1.2
CCN(CC)C(=O)CSc1n[nH]c(=S)n1N	3	1	8	0	44*	8	9	1.4
CCOC(=O)c1c(-c2ccccc2)oc2ccc(O)c(CN(C)C)c12	3	8	5	0	8	-1	-6	-0.5
Cc1ccc(S(=O)(=O)N(C)CC(=O)O/N=C(\N)c2cccc(Br)c2)cc1	-13	4	-2	-4	4	5	25	-1.2
COC(CNC(=O)CN1C(=O)COc2ccc(S(=O)(=O)N3CCOCC3)cc21)OC	-17	-6	-3	0	7	-5	2	0.4
CCCCSCCCNC(=O)c1cn(C)c2ccc(S(=O)(=O)N3CCCC3)cc2c1=O	24	1	1	3	9	0	13	-2.7
NNC(=O)c1ccc(S(=O)(=O)N2CCc3ccccc32)cc1	-39	-4	-8	0	27	-4	17	0.9
CCCN1CCC(=O)N([C@H](COc2ccccc2)CC(C)C)CC1	5	5	-8	-4	4	-5	-6	-0.1
CC(=O)c1sc(NC(=O)Cc2c(F)cccc2Cl)nc1C	-24	4	-12	3	-3	-7	6	0.6
Cc1ccc(S(=O)(=O)NC(=O)c2ccccc2C)cc1	5	-2	-8	0	10	6	-1	-0.6
Cc1c(C)n(C)c2ccc(C(=O)NCCCN3CCCCC3C)cc12 (stereo not drawn)	0	2	-4	2	-20	-3	3	-0.4
O=c1ncn(-c2cccc([N+](=O)[O-])c2)c2ccccc12	-11	3	7	1	18	3	9	0.5
O=C1c2ccccc2S(=O)(=O)c2cc(C(=O)N3CCCC3)ccc21	-9	2	2	2	6	-3	4	-0.5
SMILES	SENP6 block	ATG4B inhibitor	SENP7 inh	NR3A LBD binder	SENP8 block	HKDC1 inhibitor	PfG6PD inh	MPTP block
Cc1ccc(S(=O)(=O)N(C)C[C@@H]2Oc3ccc(NS(=O)(=O)c4ccccc4)cc3CC(=O)N([C@@H](C)CO)C[C@H]2C)cc1	x	3	x	2	6	1	4	-1.2
CCOC(=O)C1CCN(CC(O)COCc2ccc(Cl)cc2)CC1 (stereo not drawn)	-9	4	5	-1	10	-8	-5	-0.5
COc1ccc(CN(C(=O)Cc2cccs2)C(C(=O)NC2CCCC2)c2ccncc2)cc1 (stereo not drawn)	-2	7	-8	-17	7	-6	-15	0.5
CC(C)CC[n+]1ccn(C2=C([O-])c3ccccc3C(=O)/C2=N\S(=O)(=O)c2ccccc2)c1	31	-24	23	-2	54*	-7	28	1.1
Cc1ccc(S(=O)(=O)N2CCC(C(=O)N[C@@H](C)C(=O)NCC3CCCO3)CC2)cc1 (stereo partly drawn)	4	1	-5	3	21	-2	-10	-0.9
COc1ccc(S(=O)(=O)Nc2ccc3c(c2)C(=O)N([C@H](C)CO)C[C@@H](C)[C@@H](CN(C)S(=O)(=O)c2ccc(Cl)cc2)O3)cc1	2	-45	-1	2	12	-1	5	0.5
CCNc1sc(C(=O)OCC)c(N)c1C#N	6	-3	-6	4	3	-3	1	-4.1
N#Cc1nc(Cc2cccc3ccccc23)oc1NCC1CCCO1 (stereo not drawn)	-3	-2	-2	0	14	1	0	-0.9
O=C(COC(=O)c1cc(S(=O)(=O)N2CCOCC2)ccc1O)NCc1ccc2c(c1)OCO2	-14	7	-2	4	-334	2	-17	2.0
Cc1cccc(CS(=O)(=O)Cc2ccc(C(=O)O)o2)c1	-14	-9	8	-2	0	-4	-3	-2.1
CCOC(=O)c1nc2c(ccc3ccccc32)cc1C	-10	-3	6	0	-96	2	-6	2.9
CN(CC(=O)O/N=C(\N)c1ccc([N+](=O)[O-])cc1)S(=O)(=O)c1ccccc1	-7	-7	12	1	9	14	-1	-2.6
COc1ccc(OC)c(-c2cc(C3CCN(c4cc(Cl)nc(N)n4)CC3)[nH]n2)c1	0	-11	10	-13	12	-2	0	24
O=C(c1cc(S(=O)(=O)N2CCOCC2)ccc1F)N1CCCc2ccccc21	-1	2	-2	-2	14	-9	-1	-1.3
Cc1noc(C)c1S(=O)(=O)N1CCC(C(=O)N2CCN(C(=O)c3ccco3)CC2)CC1	-12	-7	4	-2	18	-2	-18	2.0
Cc1ccc(S(=O)(=O)N2CCN(C(=O)c3ccc4nc[nH]c4c3)CC2)cc1	2	-11	5	1	2	-1	-4	-2.4
CC1CCN(c2ccc(NC(=O)c3ccccc3[N+](=O)[O-])cc2)CC1	16	-6	-2	-1	16	-15	18	-0.4
CC(C)CNC(=O)CN(C1CCCCC1)S(=O)(=O)c1ccccc1	-2	-9	-7	0	21	-3	1	0.1
O=C(NCCNc1nccc(C(F)(F)F)n1)c1cccc(C(F)(F)F)c1	10	-10	5	-2	-49	0	2	5.6
Cc1cc(C(=O)NCc2ccc(C(=O)O)o2)c(C)o1	9	4	-1	0	8	-13	-6	-0.9
COc1cccc(C2CC(c3cccc(Br)c3)n3nc(N)nc3N2)c1 (stereo not drawn)	-17	5	-7	-2	-143	4	10	1.7
CCCCn1c(N)c(N(CC(C)C)C(=O)c2ccc(OCc3c(C)noc3C)cc2)c(=O)[nH]c1=O	3	1	-2	-2	11	-5	0	-1.9
CCCSC1=NN2CCCC(=O)N=C2S1	-10	4	-2	0	-19	-2	-6	-0.3
Cc1cc(C)c2c(c1)N[C@H](c1cccs1)[C@@H]1CCO[C@H]21	-6	2	3	-2	-10	-1	6	1.8
O=C(Nc1cccc(O)c1)c1cc(-c2ccco2)on1	92*	-5	-1	-2	6	11	9	0.1

Ordered by the number under NR3A LBD binder (rising): 3 from the list above.
structure | NR3A LBD binder
COc1cccc(C2CC(c3cccc(Br)c3)n3nc(N)nc3N2)c1 (stereo not drawn) | -2
COc1ccc(C(=O)COC(=O)c2ccccc2C(=O)N(C)c2ccccc2)c(OC)c1 | 0
CN(CC(=O)O/N=C(\N)c1ccc([N+](=O)[O-])cc1)S(=O)(=O)c1ccccc1 | 1

Rows were taken by chance; 6.9% or so of the library scored in one or more.
